Bioassay records: PubChem BioAssay, National Center for Advancing Translational Sciences (NCATS)
FEN1 inhibitor = qHTS Assay for the Inhibitors of Human Flap endonuclease 1 (FEN1); P39748; Recombinant FEN1 flap cleavage, fluorescence, 15 min; Potency, µM (doses to about 114 µM), without a hit: at the top dose activity change, negative = inhibition, actives largely listed as inhibitors; hit rate 0.35% among 390,000; also: nearly all actives have a fitted effect of over 65% in size
Target sequence (P39748 whole entry, looked up): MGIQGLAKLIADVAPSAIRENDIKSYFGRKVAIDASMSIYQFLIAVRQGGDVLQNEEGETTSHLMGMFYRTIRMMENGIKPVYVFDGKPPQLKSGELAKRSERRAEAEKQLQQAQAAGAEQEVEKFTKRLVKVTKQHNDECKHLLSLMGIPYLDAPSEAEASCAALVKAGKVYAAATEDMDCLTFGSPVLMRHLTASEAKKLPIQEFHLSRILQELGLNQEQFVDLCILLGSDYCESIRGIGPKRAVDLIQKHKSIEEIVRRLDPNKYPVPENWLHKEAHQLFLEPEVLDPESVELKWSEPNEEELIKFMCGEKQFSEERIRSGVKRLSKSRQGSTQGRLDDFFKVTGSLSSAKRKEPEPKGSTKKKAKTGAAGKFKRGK
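Concentration–response screening of FEN1 (10 nM): 15 min compound preincubation at room temperature, reaction started with 50 nM substrate and read at 0 and 15 min. Corrected, normalized data were fitted by a four-parameter Hill equation.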
DT40 TDP1 CPT = qHTS for Inhibitors of human tyrosyl-DNA phosphodiesterase 1 (TDP1): qHTS in cells in presence of CPT; Potency, µM (doses to about 46.2 µM), for inactives: top-dose activity change, negative = growth inhibition, most hits filed as inhibitors; AID 686979, 2013; chicken DT40 Tdp1-/-;hTDP1 cells + 20 nM CPT, ATP luminescence, 48 h; hit rate 12% among 420,000; also: nearly all actives have a fitted effect of over 55% in size
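Chicken DT40 Tdp1-/- cells complemented with human TDP1, 400 cells/well, exposed to compounds plus 20 nM camptothecin for at least 48 h at 37 C; viability read as ATP content by CellTiter-Glo luminescence.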
N370S GC = qHTS Assay for Inhibitors and Activators of N370S glucocerebrosidase as a Potential Chaperone Treatment of Gaucher Disease; hit rate 0.092% among 330,000; N370S GC spleen homogenate, 4MU-glucoside fluorescence; Lysosomal acid glucosylceramidase (Homo sapiens), P04062; Potency, µM (doses to about 59.4 µM), without a hit: at the highest dose activity change, negative = inhibition, usual class: inhibitors;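 also: 0% = full enzyme activity and -100% = no enzyme basal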
Active calls of the source: *; ? = inconclusive; . = no result given; & = joins results of further samples. Calls follow the shape of the dose curve; as a rule, active = well fitted curve in the direction sought with a large enough effect; inconclusive = small, poorly fitted or top-dose-only effect, or another doubt; inactive = no such curve, though single readings can be large; an effect the other way counts as inactive or inconclusive. Unless noted, % is scaled to controls: 0 for no effect and ±100 for the full control effect; potency is read from the fitted curve at half-maximal effect. A portion of the library; the hit share may differ from the screen's.

Order of values: N370S GC | FEN1 inhibitor | DT40 TDP1 CPT
CC(C)[C@H](NC(=O)[C@H](CC(=O)O)NC(=O)[C@H](CCCCN)NC(=O)[C@@H](N)CCCN=C(N)N)C(=O)N[C@@H](Cc1ccc(O)cc1)C(=O)O
→ 1% | . | -3%
Cc1ccc(C)c(NC(=O)[C@@H]2CCCN2S(=O)(=O)c2ccccc2F)c1
→ . | 1% | ?
O=C(CSC(=S)N1CCOCC1)c1cc(Br)cc(Br)c1O
→ -1% | -15% | 5%
COc1cc(NC(=O)c2cnn3c(C)cc(C)nc23)c(OC)cc1Cl
→ 20% | -2% | 2%
CCC(=O)Nc1ccc(-c2nnc3c4ccccc4c(C)nn23)cc1
→ . | 0% | ?
Cc1cc(=O)oc2cc(OCC(=O)OCC(=O)N(CCC#N)c3ccccc3)ccc12
→ 3% | 2% | -12%
COc1cc(-c2nc(Cn3nnc(C(=O)Nc4ccc(C)cc4C)c3C)c(C)o2)cc(OC)c1OC
→ . | -14% | ?
CC(=O)Nc1ccc(S(=O)(=O)Nc2nc3ccccc3nc2Nc2ccc(S(N)(=O)=O)cc2)cc1
→ 9% | -15% | 18%
O=c1[nH]c(C(F)(F)F)nc2ccc3ccccc3c12
→ -17% | -1% | 7%
Cc1cc(C)c(S(=O)(=O)N/N=C/c2ccc([N+](=O)[O-])o2)c(C)c1
→ -2% | ? | 23µM*
Cc1ccc(S(=O)(=O)n2c(C)nc3ccccc32)cc1
→ -6% | -18% | -6%
Cc1ccc(NC=C(S(=O)(=O)c2ccccc2)S(=O)(=O)c2ccccc2)c(C)c1
→ -24% | 13% | ?
COc1ccc2nc(Cl)c(C3CC(c4ccco4)=NN3C(=O)CCCC(=O)O)cc2c1 (stereo not drawn)
→ -5% | 0% | -21%
Cc1ccn2c(Nc3ccc4c(c3)OCCO4)c(-c3ccccc3O)nc2c1
→ . | -18% | ?
CCc1ccc(OCC(=O)NCCOc2ccccc2)cc1
→ 8% | -2% | ?
Cn1c2ccccc2c2nnc(SCc3ccc4nonc4c3)nc21
→ -9% | -3% | -7%
COc1ccc(-c2nn(-c3ccccc3)cc2C(=O)N(C)C)cc1
→ -2% | -16% | 2%
COc1ccccc1C1=NOC(C(=O)N2CCN(C(=O)c3ccco3)CC2)C1 (stereo not drawn)
→ 0% | 1% | -12%
CCN1CCN(c2ncnc3c2sc(=S)n3-c2ccccc2)CC1
→ -6% | 17% | ?
CN(c1ccccc1)S(=O)(=O)c1ccc(C(=O)NCc2ccccc2CN2CCCC2)cc1
→ -19% | -5% | ?
O=C(CCc1ccccc1)Oc1ccccc1[N+](=O)[O-]
→ . | 0% | -4%
COC(=O)C(NC(=O)c1ccc(Cl)cc1)(Nc1nc(C)cs1)C(F)(F)F (stereo not drawn)
→ 2% | 1% | ?
O=C1CN(O)C=C2N=c3ccccc3=C2N1c1ccc([N+](=O)[O-])cc1
→ 0% | 11% | ?
CCOC(=O)CSc1nnc(-c2ccoc2C)n1-c1ccc(C)cc1
→ 1% | 3% | 15%
CCC(C)NC(=O)CSc1c2c(nc3cc(Cl)ccc13)CCCC2 (stereo not drawn)
→ . | 19% | ?
COc1ccc2oc(C(=O)NC(C)(C)C)c(C)c2c1
→ 20% | -4% | ?
Cn1nnnc1SCC(=O)NC(=O)Cc1ccccc1
→ -2% | 9% | 12µM*
CCOCCCNC(=O)CN1C(=O)CCn2nc(-c3cccn3C)cc21
→ . | -1% | 8%
COc1ccc(S(=O)(=O)N2CCOC2CNC(=O)C(=O)NCc2ccccn2)cc1 (stereo not drawn)
→ . | 10% | -24%
CCOC(=O)[C@@H]1[C@H]2COc3cc(OC)ccc3[C@@H]2N2C(=O)N(c3cccc(F)c3)C(=O)[C@@]12C
→ 1% | 10% | ?
N#CCCN1C(=O)C2(OCCO2)c2ccccc21
→ -6% | 18% | -21%
O=C(c1cc(S(=O)(=O)N2CCOCC2)ccc1Cl)N1CCC(Cc2ccccc2)CC1
→ -7% | 5% | ?
CN(CC(=O)NCC(c1ccco1)N1CCCCC1)S(=O)(=O)c1ccc(Cl)cc1 (stereo not drawn)
→ -3% | -6% | ?
CCOc1ccc(CCNC(=O)C2CCN(c3nnc(-n4cccc4)s3)CC2)cc1OCC
→ 2% | -10% | ?
COc1ccc(-c2cc(C(=O)N3CCCC3)c3ccccc3n2)cc1
→ ? | -13% | 3%
Cc1ccc(C(=O)N2CCc3cc(CNC(=O)c4ccc(Br)cc4)ccc32)cc1
→ . | 6% | -84%
CC(C)C(=O)N1CCN(c2ccccc2NC(=O)c2ccco2)CC1
→ 1% | ? | -10%
Fc1cccc(Cl)c1-c1nnc2ccc3ccccc3n12
→ -5% | -7% | 26µM*
Cc1cc(C)nc(SCC(=O)N/N=C/c2cc(C)n(-c3ccccc3C)c2C)n1
→ -2% | -6% | -18%
COc1ccc(S(=O)(=O)N2CCN(C(=O)CCc3c[nH]c4ccccc34)CC2)cc1
→ . | 17% | -20%
C=CC[C@@H](CC(=O)N[C@H](CO)Cc1ccccc1)C(=O)N[C@@H](COC(=O)[C@H](CC=C)CC(=O)OC(C)(C)C)Cc1ccccc1
→ . | -15% | 21µM*
Cc1[nH]c2ccccc2c1C(c1ccncc1)N1CCCCC1 (stereo not drawn)
→ 0% | -1% | 13µM*
CC1CCN(CC(=O)Nc2nccs2)CC1
→ 1% | 6% | -24%
O=C(NC1CCCCCCC1)C1CCCN(S(=O)(=O)c2cnc[nH]2)C1 (stereo not drawn)
→ -1% | 1% | ?
COc1ccc(NS(=O)(=O)c2ccc3oc(Nc4ccc5c(c4)OCCO5)nc3c2)cc1
→ -2% | -14% | ?
Cc1ccc2nc(Cn3cc(C(F)(F)F)cc(Cl)c3=O)cc(=O)n2c1
→ -4% | 0% | -1%
CC(C)(C)NC(=O)NC(=O)CSc1nnc(-c2ccccc2F)n1N
→ ? | -3% | 1%
O=C(O)CC(CC(=O)NCC(O)c1ccccc1)c1ccccc1 (stereo not drawn)
→ 1% | -2% | 3%
O=C(C1CC(=O)N(C2CCCC2)C1)N1CCN(c2ccc(F)cc2)CC1 (stereo not drawn)
→ . | -8% | -5%
Cc1ccc(-c2cc(C(F)(F)F)n3ncc(C(=O)NCc4ccco4)c3n2)cc1
→ 20% | -8% | 9%
O=C(NCc1ccco1)c1ccc2c(c1)N(Cc1ccccc1F)C(=O)c1ccccc1S2=O (stereo not drawn)
→ . | -19% | -19%
Cc1cccc(N/N=C/c2ccccc2O)c1
→ 12% | -5% | 23%
COc1ccc2[nH]c3c(=O)n(Cc4ccc(C(=O)NCC5CCCO5)cc4)c(=S)[nH]c3c2c1 (stereo not drawn)
→ -6% | -31% | -10%
O=C(N/N=C/c1cccc(O)c1)NC1CCCCC1
→ 16% | -3% | 2%
Cc1cccc(CNC(=O)CCCN2C(=O)COc3ccc(C)cc32)c1
→ . | -15% | 15µM*
Cc1ccc2onc(CC(=O)N3CCN(c4ccc(F)cc4)CC3)c2c1
→ . | -14% | 15µM*
CCOc1ccc(NC(=O)c2nc(S(=O)(=O)Cc3ccccc3F)ncc2Cl)cc1
→ . | -1%&-9% | 0.37µM*
Cc1c(NC(=S)Nc2cccc(Cl)c2)c(=O)n(-c2ccccc2)n1C
→ 0% | -7% | 5%
CCOC(=O)c1ccc(NC2c3ccccc3C(=O)N2c2cccnc2)cc1 (stereo not drawn)
→ -11% | -7% | 12µM*
COc1ccc(NC(=S)N2CCC(C(=O)c3ccc(Cl)cc3)CC2)cc1
→ . | 24% | 6%

Part of the list above, set out differently.
mol: O=C(N/N=C/c1cccc(O)c1)NC1CCCCC1
  N370S GC: 16% | FEN1 inhibitor: -3% | DT40 TDP1 CPT: 2%

mol: Cc1cccc(CNC(=O)CCCN2C(=O)COc3ccc(C)cc32)c1
  N370S GC: . | FEN1 inhibitor: -15% | DT40 TDP1 CPT: 15µM*

Other structures follow.
Order of values: N370S GC | FEN1 inhibitor | DT40 TDP1 CPT
CCc1nnc2c(Nc3cccc(C(C)=O)c3)nc3ccccc3n12
→ . | 7% | ?
Cc1cc(C)nc(SCCC(=O)Nc2ccccc2Cl)n1
→ 20% | -1% | 3%
Cc1cccc(C(=O)Nc2ccccc2C(=O)NCc2cccnc2)c1
→ 2% | 5% | -13%
CCO[C@H]1OC(C(=O)N2CCN(C)CC2)=C[C@@H](c2ccc(Br)cc2)[C@@H]1CCCO
→ -17% | 2% | -3%
COc1cccc(NC(=O)c2ccccc2Oc2ccccc2)c1
→ 28% | -19% | -7%
c1ccc(C2OCCN2c2ccccc2)cc1 (stereo not drawn)
→ . | -8% | 4%
COc1ccc(-c2nc3cnc(Nc4ccccc4)nc3n(Cc3cccs3)c2=O)cc1
→ 6% | . | -4%
COCCCNC(=O)CCN1N=C(c2ccccc2)CCC1=O
→ -13% | -6% | -2%
COC(=O)c1ccccc1NC(=O)c1cc2ccccc2o1
→ ? | -18% | 2%
COc1cc(C(CCN2CCCC2)c2c(OC)cc(OC)c3c(-c4ccccc4)cc(=O)oc23)cc(OC)c1OC (stereo not drawn)
→ ? | -8%&-17% | 16µM*
CCCCCCn1c(=O)c(F)cn(Cc2ccc(OC)c([N+](=O)[O-])c2)c1=O
→ -1% | -18% | -14%
COC(=O)Cn1c(=O)c2c(nc3n2CCN3c2ccc(F)cc2)n(C)c1=O
→ . | -5% | -5%
O=C(Nc1cccc(C(=O)N2CCCCC2)c1)c1nsc2ccccc12
→ . | -14% | ?
O=C(COc1ccc2c(c1)CCC2)Nc1ccccn1
→ -6% | -1% | -9%
COC(=O)c1ccc(NC(=O)c2nn(C)c3c2CS(=O)(=O)c2ccccc2-3)cc1
→ . | 3% | -14%

Part of the list above in order of length of the SMILES, smallest number first.
Order of values: N370S GC | FEN1 inhibitor | DT40 TDP1 CPT
Cc1cc(C)nc(SCCC(=O)Nc2ccccc2Cl)n1
→ 20% | -1% | 3%
COC(=O)c1ccccc1NC(=O)c1cc2ccccc2o1
→ ? | -18% | 2%
CCO[C@H]1OC(C(=O)N2CCN(C)CC2)=C[C@@H](c2ccc(Br)cc2)[C@@H]1CCCO
→ -17% | 2% | -3%

Next part.
Order of values: N370S GC | FEN1 inhibitor | DT40 TDP1 CPT
Cc1ccccc1NC(NC(=O)c1cccs1)C(Cl)(Cl)Cl (stereo not drawn)
→ -1% | -19% | ?
COC(=O)C1CCN(C(=O)C2CCCCC2)CC1
→ 2% | -10% | -11%
CCNc1ncc2nc(-c3cc(F)cc(F)c3)c(=O)n(Cc3cccs3)c2n1
→ 0% | . | -2%
CCOC(=O)C1=NNC(C(=O)c2ccccc2)C1c1ccc(Cl)cc1 (stereo not drawn)
→ -1% | ? | -12%
Clc1ccc(Cc2ccc(SCc3ccccc3)nn2)c(Cl)c1
→ 5% | -6% | ?
COc1cc(C(=O)Nc2nc3ccc(C)cc3s2)ccc1OCc1c(C)noc1C
→ 1% | 6% | 18µM*
CSc1ncccc1C(=O)OCC(=O)Nc1nc(C)c(Cl)cc1Cl
→ . | 2% | -7%
Cc1cc(=O)n2c3ccccc3n(C)c2n1
→ 1% | -2% | 22%
Cc1ccc(S(=O)(=O)c2c(N)n(CCCN(C)C)c3nc4ccccc4nc23)cc1
→ 17% | 11% | ?
CCOc1ccc(C(=O)NCC(=O)N2CCCCCCC2)cc1
→ . | -1% | -4%
CC(C)(C)NC(=O)NC(=O)CN1CCN(S(=O)(=O)/C=C/c2ccccc2)CC1
→ -1% | 1% | ?
COCCc1nc2ccc(C(=O)N3CCCCC3COC)cc2o1 (stereo not drawn)
→ -7% | -7% | 1%
Cc1cccc(-c2noc(CSc3ccccc3)n2)c1
→ 11% | -11% | 2%
CCOc1ccc(-n2cc(C(=O)N3CCN(C)CC3)c3cc(OC)c(OC)cc3c2=O)cc1
→ 5% | 1% | 13%
COc1ccc(C(=O)CNc2cccc(F)c2)cc1
→ -7% | 1% | -15%
CCOc1ccc(S(=O)(=O)Nc2cccc(C(=O)N3CCN(c4cccc(OC)c4)CC3)c2)cc1
→ -19% | -5% | 23µM*
Cc1cc(=O)[nH]c(SCC(=O)N2CCCC(C)C2)n1 (stereo not drawn)
→ -1% | 5% | -2%
S=c1sc2c(Cl)ncnc2n1-c1ccccc1
→ -1% | -14% | 16µM*
CN1CCN(NC(=O)c2cc(-c3ccccn3)nc3ccccc23)CC1
→ 1% | 4% | 14%
CC(=O)C1=C(O)C(=O)OC1c1ccc(Cl)cc1 (stereo not drawn)
→ 0% | 14% | -4%
C=C1C=C(C(F)F)n2ncc(C(=O)Nc3ccc(N(CC)CC)cc3)c2N1
→ . | -3% | 10%
O=C(NCc1ccccc1)C(c1ccc(F)cc1)N(C(=O)c1csnn1)C1CCCC1 (stereo not drawn)
→ -5% | 1% | ?
CC(=O)NCC(=O)N1CCCC(C(=O)c2ccc(Oc3ccccc3)cc2)C1 (stereo not drawn)
→ 2% | -3% | 9.2µM*
COc1ccc(S(=O)(=O)N2CCC(O)(c3cccnc3)CC2)cc1OC
→ -5% | 3% | -2%
Cn1c(=O)c2c(nc(Oc3ccccc3Cl)n2C)n(C)c1=O
→ -4% | 5% | ?
COc1cc(NC(=S)N2CCCC2)cc(OC)c1
→ -8% | 22% | ?
